LDHA inh – LDHA (human) enzyme inhibition | P00338 | purified LDHA, NADH/diaphorase-resazurin fluorescence; hits give low values | activity change, % (values are at about 110 or 230 µM) | 0.15% of 480,000 active; in the data active = activity change below about -30%; inconclusive = mostly about -25% to -30%;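 note: plate controls were DMSO wells for no effect and wells without enzyme for full effect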
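Remaining NADH was detected by diaphorase (0.133 mg/mL) converting 37 µM resazurin to fluorescent resorufin, read at 0 and 20 minutes. The preceding 5-minute room-temperature reaction used 2 nM LDHA, 0.2 mM sodium pyruvate and 0.06 mM NADH at pH 7.4.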
* hit, by the source's call; ? = inconclusive; & = joins results of further samples. Only part of the results is shown; rates above refer to the full screens.

Molecule	LDHA inh
C/C(CC(C)(C)c1ccccc1)=N\NC(N)=S	22
COC(=O)c1ccc(/C=C(/C#N)C(=O)Nc2cccc(OC)c2)cc1	2
CC(=O)c1cccc(S(=O)(=O)NCCC(=O)NCC2CCCCC2)c1	-1
CCCC12CN(C(=O)c3ccccc3)CC(C)(CN(C(=O)c3ccccc3)C1)C2=O	-2
CCOC(=O)[C@]12CCC=C1N(Cc1ccco1)C(=O)[C@H](CC(=O)NCCCOC)C2	-2
Cc1noc2nc(-c3ccccc3F)cc(C(=O)NCc3ccccc3F)c12	-13
COc1ccc(C(=O)Oc2ccc3c(=O)c(Oc4ccccc4Br)coc3c2)cc1	-2
CC(C)(CNC(=O)Nc1nccs1)N1CCc2ccccc2C1	3
O=C(CC1(O)C(=O)N(CN2CCOCC2)c2ccccc21)c1ccc(F)cc1 (stereo not drawn)	2
COc1cccc(OC)c1C(=O)Oc1ccc2c(c1)O/C(=C\c1sccc1C)C2=O	1
CN(C(=O)Cc1cccc(C(F)(F)F)c1)c1nc2ccccc2o1	-3
O=C(NCCc1cccs1)C1CC=CCC1 (stereo not drawn)	16
N#C/C(=C/c1ccccc1OCCOc1ccccc1)c1ccccc1	13
Cc1ccc(SCc2cc(=O)[nH]c(N3CCN(c4ccccc4)CC3)n2)cc1	-2
Cc1ccc(NCc2ccc(O)cc2)cc1	14
COC(=O)c1ccc(CNC(=O)NCC2(c3ccccc3)CC2)cc1	13
CC(=O)N1CCC2(CC1)OC(=O)C(C)=C2C(=O)NCCN1CCCCCC1	5
CC(=O)c1ccc(S(=O)(=O)N2CCC3(CC2)NC(=O)c2ccccc2N3)cc1	-1
COc1ccc(Cl)cc1NC(=O)c1nn(C)c(=O)c2ccccc12	-1
CCOc1ccccc1OCc1nn2c(C)nnc2s1	4
C1CCN(CC2CCCN2)CC1 (stereo not drawn)	16
O=c1[nH]nc(-c2ccco2)c2c1Nc1nnnn1C2c1ccc(Cl)cc1 (stereo not drawn)	1
Cc1cccc(C)c1NC(=O)C1(C)CSCC(=O)N1Cc1ccco1 (stereo not drawn)	-1
O=C(Nc1ccon1)c1sc2cccc(Br)c2c1Cl	8
COc1ccc(C2CCCCCN2C(=O)NCCn2ccnc2)cc1 (stereo not drawn)	7
Cc1c(C(=O)N(CCC#N)c2ccccc2)sc2nc3n(c(=O)c12)CCCCC3	3
CNC(=O)C1CCN(C(C)C(=O)NCc2ccccc2Cl)CC1 (stereo not drawn)	7
Cc1ccc(NC(=S)NN)cc1	-10
Cc1cccc(-c2c3c(nc4sc5c(c24)CCC(C)C5)C(C)CCC3)c1 (stereo not drawn)	-2
CCn1cnc2c1c(=O)n(CC(=O)NCC(c1ccccc1)N(C)C)c(=O)n2Cc1ccccc1 (stereo not drawn)	6
Cc1cccc(N2CCN([C@H]3CS(=O)(=O)C[C@@H]3S(=O)(=O)c3ccc(Cl)cc3)CC2)c1C	5
Cc1cccc(CN2CCCN(c3cccc(C(=O)N4CCN(c5ccccc5)CC4)c3)C2=O)c1	-4
COc1ccc(C(=O)Nc2nc(-c3ccc(Br)s3)ns2)cc1	-30*
CCCc1nc2ccccc2c(C(=O)OCC(=O)NCC(F)(F)F)c1CC	13
N#C/C(=C/c1ccc(-c2ccc(F)cc2)o1)c1nc2ccccc2[nH]1	6
COc1ccccc1/C=C/C(=O)c1cc(F)ccc1OC(=O)c1ccccc1	8
CCC(C)Cc1c(C)sc2nc(CNc3ccc4c(c3)OCO4)[nH]c(=O)c12 (stereo not drawn)	17
Cc1ccc(NC(=O)CSc2nc3cc([N+](=O)[O-])ccc3o2)cc1C	-5
CC(=O)Nc1nc2c(C)cc(NS(=O)(=O)Cc3ccccc3)cc2s1	2
COc1ccc(OC)c(S(=O)(=O)N2CCC[C@H]2C(=O)Nc2cc(C)on2)c1	7
CCCCCCCCN1C(=O)[C@H](CC(=O)N2CCCCC2)C[C@@]2(C(=O)OC)CC(C)(C)CC=C12	1
CCC(C)(C)NC(=O)C(C)Sc1ccc(O)cc1 (stereo not drawn)	9
NC(=S)NNC(=S)NCc1ccccc1	2
COc1ccccc1CCNC(=O)c1c(N)[nH]c(C(=O)c2ccccc2)c1-c1ccc(Br)cc1	4
CCc1cccc2c(C(=O)CSc3nc4ccccc4o3)c[nH]c12	9
O=C(Nc1ccc(Cl)cc1)c1c2c(nc3ccccc13)CCCC2	-15
Cc1cccc(C)c1NC(=O)C(c1ccccc1)n1c(=O)c(-c2cc3ccccc3[nH]2)nc2ccccc21 (stereo not drawn)	-7
CCc1ccc(NC(=O)N2CCN(S(=O)(=O)c3cc4c(cc3Cl)NC(=O)C(C)O4)CC2)cc1 (stereo not drawn)	-16
Cc1nc2c(cc(Oc3cnccn3)c3ccsc32)s1	-13
Cc1cccc(C)c1NC(=O)C(c1ccc(C#N)cc1)n1c(=O)c(-c2cc3ccccc3[nH]2)nc2ccccc21 (stereo not drawn)	-3
COc1ccc(-c2nonc2NC(=O)COc2c(C)cccc2C)cc1	8
COc1ccc(CNC(=O)C2CCN(c3nc4ccccc4o3)CC2)cc1	-6
Cc1ccc(C(=O)Nc2nc3cc(NS(=O)(=O)Cc4ccccc4)ccc3s2)cc1	-2
CCCc1ccc(S(=O)(=O)N2CCN(C(=O)NCC3CN(CC(C)C)CCO3)CC2)cc1 (stereo not drawn)	7
COC(=O)C1=C(N)Oc2n[nH]c(-c3ccccc3)c2C12C(=O)N(Cc1cccc(F)c1)c1ccccc12 (stereo not drawn)	6
Cc1cc2nc(C3CCCCC3)c(Cc3ccccc3C(F)(F)F)n2c(C)c1Br	2
CCCn1nc(C(=O)N2CCSCC2)c2ccccc2c1=O	1
Cc1ccc(NC(=O)c2n[nH]c(=O)c3ccccc23)cc1S(=O)(=O)N1CCCCCC1	3
O=C(/C=C/c1ccccc1)c1cc2ccccc2oc1=O	2
CC(=O)Nc1sc2c(c1-c1ccccc1F)CCNC2	1

CCN(CC(=O)NC1(C)CCS(=O)(=O)C1)Cc1cccc(F)c1 (stereo not drawn)
  LDHA inh: -2
CCOC(=O)CCN(C(=O)CCc1c(C)c2ccc(OC)cc2oc1=O)C1CC1
  LDHA inh: 0
CN(CC(=O)NC1(C#N)CCCCC1)c1cccc(C#N)c1
  LDHA inh: 0
Nc1nccc(-c2cccc([N+](=O)[O-])c2)n1
  LDHA inh: -11
CCOC(=O)C(C)NC(=O)NCCC1CCN(C(=O)Nc2cccc(Cl)c2)CC1 (stereo not drawn)
  LDHA inh: -5
O=C(COc1ccc2ccc(=O)oc2c1)NC(=O)NC1CCCC1
  LDHA inh: -2
Cc1ccc(C)c(OCc2ccc(-c3nc(C#N)c(NC(C)C)o3)o2)c1
  LDHA inh: 6
COC(=O)[C@@]12C[C@@H](CC(=O)NCCCN3CCCC3=O)C(=O)N(Cc3ccccc3)C1=CCC(C)(C)C2
  LDHA inh: -4
CC(C)(C)C(=O)Oc1ccc2c(c1)O/C(=C\c1cccnc1)C2=O
  LDHA inh: 12
COc1ccccc1NC(=O)C(=O)c1c[nH]c2ccccc12
  LDHA inh: 11
CC1CCCC(NC(=O)c2ccc(NC(=O)CC#N)cc2)C1C (stereo not drawn)
  LDHA inh: 9
CCc1cc(=O)oc2cc(OCc3nc(-c4cccc(Cl)c4)no3)ccc12
  LDHA inh: -9
CC(=O)c1cccc(NC(=O)c2c3c(nc4c2cnn4C(C)C)CCC3)c1
  LDHA inh: 8
CC(NC(=O)C1(C#N)CCCC1)C12CC3CC(CC(C3)C1)C2 (stereo not drawn)
  LDHA inh: 3
COc1ccc(Nc2oc(-c3ccccc3C)nc2C#N)cc1
  LDHA inh: 9

Sorted by value in LDHA inh (falling): three of the compounds above
COc1ccccc1NC(=O)C(=O)c1c[nH]c2ccccc12
  LDHA inh: 11
O=C(COc1ccc2ccc(=O)oc2c1)NC(=O)NC1CCCC1
  LDHA inh: -2
Nc1nccc(-c2cccc([N+](=O)[O-])c2)n1
  LDHA inh: -11

Next part
O=C(N/N=C/c1ccc(Cl)cc1)C1CC1
  LDHA inh: 3
CN1C(=O)COc2ccc(NC(=O)C(=O)NC3CCCCC3)cc21
  LDHA inh: 0
COc1ccccc1-c1nnc(SCC(=O)NC(C)c2ccc3c(c2)CCCC3)o1 (stereo not drawn)
  LDHA inh: 17
CCn1nc(C(=O)Nc2ccc(S(=O)(=O)N(C)C)cc2)c2ccccc2c1=O
  LDHA inh: 3
Cc1nnc(SCC(=O)c2c[nH]c3ccccc23)s1
  LDHA inh: -2
O=C(c1cccs1)N(Cc1cccnc1)C1CC1
  LDHA inh: 2
c1ccc(-c2ccc(CNCc3ccco3)cc2)cc1
  LDHA inh: 5
COC(=O)[C@@]1(Cc2ccc(OC)cc2)[C@H]2c3cc(C(=O)N4CCCC4)n(Cc4ccsc4Br)c3C[C@H]2CN1C(=O)c1ccccc1
  LDHA inh: 0
COc1ccc(C(=O)COC(=O)c2cc(C)nc3c(C)cccc23)cc1
  LDHA inh: 1
O=C(O)c1cc(-c2ccncc2)nc2ccccc12
  LDHA inh: 3
Cn1c(=O)c2c(-c3ccccc3)n3c(c2n(C)c1=O)C(c1coc2ccccc2c1=O)OCC3(C)C (stereo not drawn)
  LDHA inh: 5
CCOC(=O)c1c(NC(=O)c2ccoc2C)sc2c1CCCCC2
  LDHA inh: 5
CCCNCc1ccc(-c2ccccc2)o1
  LDHA inh: 3
O=C(COC(=O)C12CC3CC(CC(O)(C3)C1)C2)Nc1ccc([N+](=O)[O-])cc1Cl
  LDHA inh: -1
CCOC(=O)N1CCN(C(C(=O)O)c2c[nH]c3c(OC)cccc23)CC1 (stereo not drawn)
  LDHA inh: 7

CCC(=O)NCCCNC(=O)c1nc2ccccc2c(=O)[nH]1
  LDHA inh: 2
CCC(Nc1ccc2oc(C)nc2c1)C(=O)Nc1ccc(F)cc1 (stereo not drawn)
  LDHA inh: -1
CCC(C)[C@@H](NC(=O)Nc1ccc(OC)c(Cl)c1)C(=O)OC (stereo partly drawn)
  LDHA inh: -9
Cc1nn(CC(=O)N(Cc2ccccc2)C2CC2)c(=O)c2ccccc12
  LDHA inh: -6
CC(=O)NCCNc1nc(-c2ccccc2)nc2ccccc12
  LDHA inh: 12
N#Cc1ccc(N2CCC(C(=O)NC(c3ccc(F)cc3)C3CCCC3)CC2)nc1 (stereo not drawn)
  LDHA inh: ?
O=C1C2CCCC1C(c1ccccc1)NC2c1ccccc1 (stereo not drawn)
  LDHA inh: 1
COc1ccc(CNC(=O)C23CCC(=O)N2CCS3)cc1 (stereo not drawn)
  LDHA inh: 13
COc1ccccc1-c1nnc(SC(C(=O)N2CCCC2)c2ccccc2)n1C (stereo not drawn)
  LDHA inh: -20
O=C(CS(=O)(=O)c1ccc(Br)cc1)c1ccccc1
  LDHA inh: 7
Cn1cc(C(=O)NCCNC(=O)C2CCCCC2)c2ccccc21
  LDHA inh: 1
CC(C)CCC(C)(N)C(=O)O (stereo not drawn)
  LDHA inh: -1
CCOC(=O)C(NC(=O)COc1ccc(Oc2ccccc2)cc1)C(=O)OCC
  LDHA inh: 5
COc1cc(Br)c(/C=C/C(=O)O)cc1OC
  LDHA inh: 4
CC1(C)CCCC(C)(C#CCN(Cc2ccccc2)Cc2ccccc2)O1 (stereo not drawn)
  LDHA inh: 6

CN(C)C1(CNC(=O)Cc2c[nH]c3ccccc23)CCCCCC1
  LDHA inh: 2
[O-][n+]1ccn(O)c1
  LDHA inh: 3
CC(Sc1nnc2ccccn12)C(=O)N1CCN(Cc2ccccc2)CC1 (stereo not drawn)
  LDHA inh: 2
N#Cc1ccccc1COC(=O)c1ccc(CO)cc1
  LDHA inh: -1
Cc1cc(NC(=O)COC(=O)c2ccc3c(c2)NC(=O)C(C)S3)no1 (stereo not drawn)
  LDHA inh: -1
CCOc1ccc(/C=C(\C#N)c2nc3ccccc3[nH]2)c(OCC)c1
  LDHA inh: 2
CCOc1ccc(NC(=O)c2ccccc2Cl)c2cccnc12
  LDHA inh: -1
CCOC(=O)N1CCN(Cc2cc(=O)oc3cc(O)c(Cl)cc23)CC1
  LDHA inh: 0&13
O=C(N/N=C/C(Cl)=C/c1ccccc1)c1cccs1
  LDHA inh: -3
CC(=O)c1c(C)[nH]c(C(=O)C(C)Sc2ccccc2Cl)c1C (stereo not drawn)
  LDHA inh: 5
CC(=O)Nc1cccc(NC(=O)c2nc(-c3ccccc3)oc2C)c1
  LDHA inh: -3
Cc1ccc(C(O)CNC(=O)Nc2c(C)cc(C)cc2C)cc1 (stereo not drawn)
  LDHA inh: -4
CCOc1ccc(-c2cc(C(=O)N3CCN(c4ncccn4)CC3)c3ccccc3n2)cc1
  LDHA inh: 1
CC(C)(C)CNC(=O)c1[nH]cnc1C(=O)NC1CCCC1
  LDHA inh: -25
COc1cccc(NC(=O)CCc2c(C)c3ccc(O)c(C)c3oc2=O)c1
  LDHA inh: 2
CC(C)S(=O)(=O)N1CCN(c2nc(-c3cccs3)nc3ccccc23)CC1
  LDHA inh: -7
CC(C)CC(=O)Nc1nn2c(C(C)C)nnc2s1
  LDHA inh: -1
COc1ccc(/C=C/C(=O)NC2CC2)cc1
  LDHA inh: -1

Molecules shown so far with two or more sulfur atoms, in the order listed:
Cc1cccc(N2CCN([C@H]3CS(=O)(=O)C[C@@H]3S(=O)(=O)c3ccc(Cl)cc3)CC2)c1C
  LDHA inh: 5
COc1ccc(C(=O)Nc2nc(-c3ccc(Br)s3)ns2)cc1
  LDHA inh: -30*
CC(=O)Nc1nc2c(C)cc(NS(=O)(=O)Cc3ccccc3)cc2s1
  LDHA inh: 2
NC(=S)NNC(=S)NCc1ccccc1
  LDHA inh: 2
Cc1nc2c(cc(Oc3cnccn3)c3ccsc32)s1
  LDHA inh: -13
Cc1ccc(C(=O)Nc2nc3cc(NS(=O)(=O)Cc4ccccc4)ccc3s2)cc1
  LDHA inh: -2
Cc1nnc(SCC(=O)c2c[nH]c3ccccc23)s1
  LDHA inh: -2
CC(C)S(=O)(=O)N1CCN(c2nc(-c3cccs3)nc3ccccc23)CC1
  LDHA inh: -7

High-throughput results (PubChem)
